# Screening data from PubChem BioAssay.
# RGS4 inh – inhibitors of human regulator of G protein signaling 4 | P49798 | Transcreener GDP fluorescence polarization, RGS4-accelerated GTP hydrolysis | Potency, µM (highest dose often 114 µM), inactives show at the top dose activity change, negative = inhibition, hits mostly inhibitors | 390,000 compounds, 0.039% hits | AID 504845; further: potency means the concentration at half of the fitted maximal effect; on the % scale 0 is the no-effect control and ±100 the full control effect; nearly all actives have a fitted effect of over 75% in size; some results filed as inactive show a strong effect at the top dose
#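 MLSMR compounds (23 nl, pin-transferred) preincubated 10 min at room temperature with a 500nM (2x) first reagent, then RGS4 at 900nM (2x) plus Transcreener GDP mix added; fluorescence polarization (620/688 nm) read before and after 90 min at 30 °C.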
# Vif-A3F inh – blocks the Vif interaction with APOBEC3F | HeLa A3F-eYFP + Vif (tagged APOBEC3F with the HIV-1 protein that degrades it), YFP fluorescence increase | Potency, µM (doses to about 46.1 µM), without a hit: at the top dose activity, negative = active | AID 602313 | 390,000 compounds, 0.2% hits; further: potency means the concentration at half of the fitted maximal effect; % of control where 0% means no effect; nearly all actives have a fitted effect of over 65% in size
#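 HeLa cells stably expressing Vif plus C-terminally eYFP-tagged A3F were seeded, incubated overnight at 37 deg C, dosed with compound, incubated overnight again at 37 deg C. Yellow fluorescence (Ex 488/Em 500-530) reported blocked Vif-mediated A3F-eYFP degradation.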
# ALOX12 inh – ALOX12 (human) lipoxygenase inhibition; 580,000 compounds, 1.1% hits; Potency, µM (highest dose often 108 µM), for the others: top-dose activity change, negative = inhibition, most hits filed as inhibitors; P18054; purified 12hLO, xylenol orange hydroperoxide absorbance; further: potency means the concentration at half of the fitted maximal effect; on the % scale 0 is the no-effect control and ±100 the full control effect
# Target sequence (P18054 whole entry, looked up): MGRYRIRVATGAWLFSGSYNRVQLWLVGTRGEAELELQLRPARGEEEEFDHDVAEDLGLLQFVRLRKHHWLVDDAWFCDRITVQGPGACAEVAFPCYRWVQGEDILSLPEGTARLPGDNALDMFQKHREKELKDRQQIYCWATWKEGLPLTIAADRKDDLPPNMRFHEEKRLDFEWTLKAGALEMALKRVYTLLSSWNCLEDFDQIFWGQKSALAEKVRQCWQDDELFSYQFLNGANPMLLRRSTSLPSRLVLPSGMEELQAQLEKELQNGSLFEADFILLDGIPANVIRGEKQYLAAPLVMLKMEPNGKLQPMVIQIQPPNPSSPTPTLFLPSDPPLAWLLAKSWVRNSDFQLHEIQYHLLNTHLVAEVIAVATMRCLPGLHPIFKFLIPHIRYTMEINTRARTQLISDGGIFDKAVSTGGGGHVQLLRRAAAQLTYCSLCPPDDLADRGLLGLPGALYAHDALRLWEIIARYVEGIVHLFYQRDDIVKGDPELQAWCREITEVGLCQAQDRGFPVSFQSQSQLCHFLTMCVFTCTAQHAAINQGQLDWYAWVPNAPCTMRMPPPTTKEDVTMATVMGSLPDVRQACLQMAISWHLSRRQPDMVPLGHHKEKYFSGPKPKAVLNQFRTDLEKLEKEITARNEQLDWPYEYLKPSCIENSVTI
#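 Hydroperoxide product was detected by ferrous iron/xylenol orange as the 573 to 405 nm absorbance ratio. Arachidonic acid at 40 uM (final) was turned over for 30 min at room temperature by 150 nM human 12hLO, pH 7.0 Hepes buffer, after 15 min compound preincubation.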
# D2 antagonist – antagonizes the human D2 dopamine receptor | inhibition, % at 10 µM | HEK293 TREx D2 cells, calcium flux, dopamine EC80 | P14416 | 340,000 compounds, 2% hits; in the data active means inhibition above about 30%; further: 0% is about no effect
#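 Read-out: kinetic calcium fluorescence (1 cycle/s) in inducible HEK293 T-REx D2 cells after an EC80 dopamine addition that followed 180 s compound preincubation. Loss of the dopamine response indicates antagonism.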
# LDHA block – LDHA (human) enzyme inhibition | purified LDHA, NADH/diaphorase-resazurin fluorescence; active compounds read low | AID 1347041 | 480,000 compounds, 0.15% hits | P00338 | activity change, % (values are at about 110 or 230 µM); in the data active means activity change below about -30%; inconclusive means mostly about -25% to -30%;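 further: plate controls were DMSO wells for no effect and wells without enzyme for full effect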
#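 Human LDH5 (2 nM) was incubated with 0.06 mM NADH and 0.2 mM pyruvate for 5 min at room temperature in Tris pH 7.4. Remaining NADH was coupled through diaphorase/resazurin, and resorufin fluorescence was read at 0 and 20 min.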
# Vif-APOBEC3G blk – inhibitors of Vif-APOBEC3G interaction | 410,000 compounds, 0.076% hits | AID 602310 | Q9HC16 | Potency, µM (doses to about 46.1 µM), inactives show at the highest dose activity, negative = active, most hits filed as inhibitors | HeLa A3G-eYFP + Vif (tagged APOBEC3G with the HIV-1 protein that degrades it), YFP fluorescence, overnight;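 further: potency means the concentration at half of the fitted maximal effect; on the % scale 0 is the no-effect control and ±100 the full control effect; nearly all actives have a fitted effect of over 60% in size; hits raise eYFP signal because A3G escapes Vif-driven loss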
#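 Read-out is eYFP fluorescence (Ex 488/Em 500-530) from Vif-expressing HeLa A3G-eYFP cells; more signal means A3G escaped Vif-mediated degradation. Cells plated overnight, compound pinned in, incubated overnight at 37 deg C.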
# ERG-DNA inh – inhibitors of human ERG Ets domain-DNA interaction; P11308; fluorescence polarization, His-ERG Ets domain / labelled DNA; Potency, µM (series often up to 76.9 µM), without a hit: at the highest dose FP activity, negative = inhibition, usual class: inhibitors; 370,000 compounds, 0.028% hits; AID 624246; active means well fitted inhibition curve with a large enough effect in the polarisation, with a control signal flat; inconclusive means small, poorly fitted or top-dose-only effect, or effect the other way, or a change in a side signal; inactive means no such curve, though single readings can be large or run the other way; the % refers to the polarisation;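 further: polarization taken with two DNA probes labelled with fluorescein and Texas red; potency means the concentration at half of the fitted maximal effect; % of control where 0% means no effect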
#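 His-tagged ERG Ets domain (1 uM in the protein solution; 300mM KCl, 50mM Tris-HCl, 1mM EDTA, 1mM DTT, pH 7.5) received compound, then a probe mix of 5 nM fluorescein-DNA and 100nM Texas-615-DNA. Fluorescence polarization was read for both dyes.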
# D2 ag – agonists of human D2 dopamine receptor | P14416 | HEK293 T-REx D2 cells, calcium flux agonist mode | activation, % at 2 µM | 340,000 compounds, 0.53% hits;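 active means activation over 3 SD above normal in the single-dose calcium agonist read, cut at about 30% in these data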; further: 0% is about no effect
#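 Tetracycline-induced HEK293 Trex cells with D2 receptor force-coupled to calcium signaling, plated overnight at 30 C and loaded with no-wash calcium dye. Calcium flux read kinetically for 180 s after compound addition; responses flag agonists.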
# Glioma ERSR ind – induces the endoplasmic reticulum stress response in human glioma cells | U87-MG GRP78 promoter luciferase reporter, 16 h | Potency, µM, inactives show at the top dose activation, actives largely listed as activators | 420,000 compounds, 0.02% hits | AID 602332; further: potency means the concentration at half of the fitted maximal effect; series mostly up to about 76 µM; % of control where 0% means no effect; nearly all actives have a fitted effect of over 35% in size
#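 Stably transfected U87-MG human glioma cells carrying a GRP78-based luminescent sensor were seeded at 1000 cells/well, pin-dosed with compounds and incubated 16 h. Luciferase reagent was then added, and end-point luminescence was read after 10 min at room temperature.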
# * hit, by the source's call; ? = inconclusive; . = not tested or not shown; & = joins results of further samples; [ ] = another dose, or the depositor's remark. Unless noted, the call rests on the fitted dose curve; in most records, active means well fitted curve in the direction sought with a large enough effect; inconclusive means small, poorly fitted or top-dose-only effect, or another doubt; inactive means no such curve, though single readings can be large; an effect the other way counts as inactive or inconclusive.
SMILES,RGS4 inh,Vif-A3F inh,ALOX12 inh,D2 antagonist,LDHA block,Vif-APOBEC3G blk,ERG-DNA inh,D2 ag,Glioma ERSR ind
COc1cc(OC)c(NC(=O)CCCn2nc(C)c3c(C)n(-c4ccccc4)nc3c2=O)cc1Cl,1.0%,-2.4%,-1.9%,.,-1.3,-1.1%,-4.1%,-0.3,1.8%
CC(C)(C)NC(=O)C(c1ccccc1F)N(Cc1ccco1)C(=O)c1csnn1 (configuration not stated),-30.1%,-0.2%,?,16.3,-8.9,0.0%,1.0%,-0.4,-2.9%
COC(=O)c1ccccc1S(=O)(=O)Oc1ccc(-c2ccc(C(=O)O)cc2)cc1,-18.3%,-13.7%,-13.2%,-11.5,-1.2,-5.8%,-0.4%,-0.4,4.8%
COc1cccc(C(=O)NCC(=O)n2nc(C)cc2C)c1,16.2%,.,1.2%,-1.8,-3.2,-3.4%,-10.5%,-0.1,-0.4%
O=C(N/N=C/c1ccc(N2CCOCC2)cc1)c1cccs1,-8.2%,-10.9%,10.8%,-5.3,-1.2,1.1%,5.0%,2.4,-3.7%
Cc1ccc(Oc2nn[nH]n2)cc1,8.3%,-1.5%,-13.2%,16.6,-4.0,0.9%,-4.9%,-0.2,-2.3%
COc1ccc([C@H]2CC(=O)C=C(c3ccc4ncccc4c3)C2)cc1,1.9%,-4.8%,-9.7%,2.9,-1.7,-15.9%,7.3%,-0.4,.
Cc1ccc(NC(=O)Cn2c(=O)oc3cc(S(=O)(=O)N4CCCCC4)ccc32)c(C)c1,-1.8%,-1.1%,-29.2%,.,-3.3,-13.2%,13.7%,-0.7,2.2%
CCOc1ccc(C2NC(=O)c3ccccc3O2)cc1OCC (configuration not stated),-13.0%,3.3%,0.0%,-12.0,6.3,-0.8%,5.1%,-0.2,0.1%
O=S(=O)(Nc1cnc2ccccc2c1)N1CCCCCC1,4.4%,0.4%,0.0%,-5.2,-2.1,-12.3%,11.2%,0.2,1.5%
COc1ccc(C(=O)OCC(=O)NC(=O)NCc2ccccc2)cc1[N+](=O)[O-],-5.2%,-17.8%,12.9%,-3.4,-0.8,-3.4%,-4.9%[15.4 µM],0.0,-4.8%
CC(=O)c1cc2c(s1)-c1cc(F)ccc1OC2,6.5%,-9.3%,-22.4%,-1.9,3.8,1.1%,1.2%,-0.4,0.8%
CCn1c2ccccc2c2cc(CN3CCN(Cc4cc(OC)c(O)c(OC)c4)CC3)ccc21,17.5%,-1.1%,?,.,22.9,-4.9%,2.1%,-0.6,-3.1%
O=C(NCC(=O)N1CCN(S(=O)(=O)c2ccccc2C(F)(F)F)CC1)c1sc2ccccc2c1Cl,-16.5%,0.2%,1.7%,10.2,0.0,-1.4%,.,0.7,-3.4%
O=S(=O)(Nc1nc2ccccc2nc1NCC1CCCO1)c1cccc(Cl)c1 (configuration not stated),15.8%,0.3%,-27.1%&16.7%,19.6,-6.2&-2.9,-2.0%,-6.5%,0.4,-3.0%
CSC(=S)N/N=C/c1c[nH]c2ccccc12,-26.7%,-4.4%,?,7.7,-3.7,-7.3%,0.2%,2.0,9.6%
Cc1ccc(CNC(=O)CN(C)C2=NS(=O)(=O)c3ccccc32)cc1,0.3%,1.1%,-26.0%,12.0,0.7,-0.8%,0.5%,-0.2,-0.7%

# 6 compounds picked at random from those above, as already listed:
SMILES,RGS4 inh,Vif-A3F inh,ALOX12 inh,D2 antagonist,LDHA block,Vif-APOBEC3G blk,ERG-DNA inh,D2 ag,Glioma ERSR ind
O=C(NCC(=O)N1CCN(S(=O)(=O)c2ccccc2C(F)(F)F)CC1)c1sc2ccccc2c1Cl,-16.5%,0.2%,1.7%,10.2,0.0,-1.4%,.,0.7,-3.4%
COc1cc(OC)c(NC(=O)CCCn2nc(C)c3c(C)n(-c4ccccc4)nc3c2=O)cc1Cl,1.0%,-2.4%,-1.9%,.,-1.3,-1.1%,-4.1%,-0.3,1.8%
CSC(=S)N/N=C/c1c[nH]c2ccccc12,-26.7%,-4.4%,?,7.7,-3.7,-7.3%,0.2%,2.0,9.6%
COC(=O)c1ccccc1S(=O)(=O)Oc1ccc(-c2ccc(C(=O)O)cc2)cc1,-18.3%,-13.7%,-13.2%,-11.5,-1.2,-5.8%,-0.4%,-0.4,4.8%
CCn1c2ccccc2c2cc(CN3CCN(Cc4cc(OC)c(O)c(OC)c4)CC3)ccc21,17.5%,-1.1%,?,.,22.9,-4.9%,2.1%,-0.6,-3.1%
CC(C)(C)NC(=O)C(c1ccccc1F)N(Cc1ccco1)C(=O)c1csnn1 (configuration not stated),-30.1%,-0.2%,?,16.3,-8.9,0.0%,1.0%,-0.4,-2.9%

# Not all compounds are listed, so the mix of outcomes need not match the whole.
